DAX1 inh-1: inhibits human nuclear receptor DAX1. 340,000 tested, 0.99% active. AID 504766. HEK293 Gal4-DAX1 luciferase reporter, luminescence. inhibition, % at 6.75 µM. P51843;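 active = inhibition above the mean over all tested compounds plus 3 SD, cut at about 4.2% in these data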;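 also: 0% = DAX1-transfected cells with DMSO and 100% = empty-vector control cells with DMSO; inhibition shows as a rise in luminescence from relieved DAX1 repression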
Target sequence (P51843 207-470 limits assumed): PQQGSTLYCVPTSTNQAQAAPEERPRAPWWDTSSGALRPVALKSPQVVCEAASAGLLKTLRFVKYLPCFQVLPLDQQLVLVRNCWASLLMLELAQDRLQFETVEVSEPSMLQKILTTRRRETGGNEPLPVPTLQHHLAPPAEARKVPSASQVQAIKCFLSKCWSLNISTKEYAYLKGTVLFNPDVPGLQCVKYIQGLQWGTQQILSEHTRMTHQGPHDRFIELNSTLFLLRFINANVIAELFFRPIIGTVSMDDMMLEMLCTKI
PLCg1 inh: PLC-gamma1 (human) inhibition, primary screen. P19174. purified PLC-gamma1, fluorogenic substrate, fluorescence. inhibition, % at 12.2 µM. 370,000 tested, 0.84% active; in the data active = inhibition above about 9.5%
DAX1 inh-2: DAX1 (NR0B1) inhibition, primary screen; inhibition, % at 6.8 µM; 370,000 tested, 1.1% active; HEK293T StAR-luciferase reporter, SF-1/DAX-1 repression relief; AID 652010;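 active = inhibition above the mean over all tested compounds plus 3 SD, cut at about 3.6% in these data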;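 also: 0% = DAX-1 cells with DMSO and 100% = cells lacking DAX-1 with DMSO; higher inhibition means more luminescence from relief of DAX-1 repression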
ADAM17 inh: inhibits human ADAM17. P78536. recombinant ADAM17, EDANS/DABCYL FRET peptide cleavage. inhibition, % at 6.95 µM. 370,000 tested, 0.83% active. AID 720648;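 active = inhibition above the mean of compounds lying between control limits plus 3 SD, set per campaign, cut at about 8.5% in these data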;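 also: 0% = DMSO-only wells as the low control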
hcDAF12 agonist: H. contortus DAF-12 activation, primary screen | HEK293 hcDAF-12 lit1-tk-luc reporter, luminescence; 0% DMSO, 100% Δ7-dafachronic acid | activation, % at 6.8 µM | 370,000 tested, 1.4% active;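 active = activation above the mean of all tested compounds plus 3 SD, cut at about 5.5% in these data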;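 also: 100% = response to 3 µM Δ7-dafachronic acid high control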
ssDAF12 agonist: activates DAF-12 receptor from parasite S. stercoralis; HEK293 ssDAF-12/GRIP1 lit1-tk-luc reporter, luminescence; % of 3 µM dafachronic acid response; activation, % at 6.8 µM; 370,000 tested, 1% active;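 active = activation above the mean over all tested compounds plus 3 SD, cut at about 0.9% in these data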;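 also: 0% = DMSO-only wells and 100% = 3 µM delta7-dafachronic acid wells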
PLC-beta3 inh: inhibitors of human phospholipase C beta3; AID 720704; 370,000 tested, 0.18% active; Purified PLC-beta3, fluorogenic substrate, fluorescence; Q01970; inhibition, % at 12.2 µM; in the data active = inhibition above about 11%;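 also: 0% = median of compound wells on plate and 100% = full blocker control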
hgDAF-12 ag: hgDAF-12 agonism, primary luciferase screen. HEK293 GAL4-hgDAF12 UAS-luciferase reporter, agonist luminescence; normalized to butyrate control. activation, % at 6.8 µM. 370,000 tested, 1.8% active;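 active = activation above a cutoff set at the mean of all screened compounds plus 3 SD, cut at about 10% in these data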;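 also: 0% = DMSO wells and 100% = sodium butyrate wells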
MBD2 DNA inh: MBD2-methylated oligo binding inhibition. Q9UBB5. TR-FRET, MBD2 binding to methylated oligonucleotide. inhibition, % at 4.4 µM. 370,000 tested, 0.31% active. AID 686964; in the data active = inhibition above about 13%
Target sequence (Q9UBB5 whole entry, looked up): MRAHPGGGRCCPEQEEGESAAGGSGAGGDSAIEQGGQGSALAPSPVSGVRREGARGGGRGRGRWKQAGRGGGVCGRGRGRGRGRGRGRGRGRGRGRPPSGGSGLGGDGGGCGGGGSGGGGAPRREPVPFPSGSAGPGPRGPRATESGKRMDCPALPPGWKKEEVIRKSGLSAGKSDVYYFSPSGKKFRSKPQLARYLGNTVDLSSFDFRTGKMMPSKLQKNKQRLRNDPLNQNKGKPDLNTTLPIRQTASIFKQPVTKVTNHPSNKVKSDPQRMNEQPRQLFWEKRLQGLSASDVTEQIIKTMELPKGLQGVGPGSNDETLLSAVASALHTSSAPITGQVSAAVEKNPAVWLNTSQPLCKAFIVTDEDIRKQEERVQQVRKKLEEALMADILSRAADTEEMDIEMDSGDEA
SMARCA2 act: activators of SMARCA2 function; 370,000 tested, 1% active; activation, % at 9.1 µM; MG213 cells, MMTV-luciferase reporter, dexamethasone, overnight; in the data active = activation above about 7.8%;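 also: 0% = vehicle wells and 100% = reference activator wells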
NR1D1 modulator: Rev-erb alpha (human) modulation | P20393 | Rev-erbα–FITC-DNA binding, fluorescence polarization, 90 min | activity, % at 10 µM | 370,000 tested, 0.79% active;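 active = activity above about 14%, limit read from the data; passing the limit was not always enough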;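 also: 0% = DMSO wells with 35 nM protein and 100% = DMSO wells with 750 nM protein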
An asterisk follows results filed as active; . = not tested or not shown.

SMILES	DAX1 inh-1	PLCg1 inh	DAX1 inh-2	ADAM17 inh	hcDAF12 agonist	ssDAF12 agonist	PLC-beta3 inh	hgDAF-12 ag	MBD2 DNA inh	SMARCA2 act	NR1D1 modulator
COc1ccccc1N1CCN(C(=O)c2oc3cc(C)c(C)cc3c2C)CC1	0.3	8	-0.1	0	-2.0	-0.8	3	2.5	1	1	8
CCCCCCCc1c(O)nc(SCC(=O)O)[nH]c1=O	5.1*	1	0.5	-2	0.1	-1.9	-6	-2.1	-1	-1	-1
COC(=O)C(CCSC)NC(=O)Cn1ncc2c(=O)oc3ccccc3c21 (stereo not given)	-0.1	2	-0.6	1	-0.3	-0.9	3	2.1	0	0	2
COc1ccc(-c2csc(C(C)(O)c3cccc(F)c3)n2)cc1 (stereo not given)	.	-1	-1.6	3	0.1	-1.3	0	1.2	3	-3	6
Cc1ccc(OCC(=O)N/N=C/c2ccncc2)cc1	3.5	-1	-0.2	-2	-2.0	-0.7	-1	2.7	-1	0	-2
COc1ccc(/C=N/N2CCOCC2)cc1COc1ccc(F)cc1	2.3	-2	0.0	3	1.4	-1.2	1	3.7	6	0	0
Cc1c(C(=O)c2no[n+]([O-])c2C(=O)c2cnn(C)c2C)cnn1C	0.1	2	-0.4	-3	-1.5	-1.6	-1	0.7	2	-4	-3
CCS(=O)(=O)Nc1ccc(C2=NN(S(=O)(=O)c3ccc(F)cc3)C(c3ccco3)C2)cc1 (stereo not given)	0.3	-1	-0.8	3	0.2	-1.7	1	0.0	-1	-1	6
CC(=O)c1ccc(NC(=O)c2cc(Cl)sc2Cl)cc1	1.4	-1	2.7	0	3.6	1.4*	1	12*	3	9.3*	1
O=C(NCCc1cccc(Cl)c1)c1cccc([N+](=O)[O-])c1	-0.6	7	0.0	3	-0.9	-1.6	4	4.9	-3	2	-3
Cc1cc(C(=O)CSc2cccc[n+]2[O-])c(C)n1-c1ccccc1	0.9	-4	8.1*	0	7.5*	0.5	-6	16*	-2	1	3
O=C(CCN1C(=O)c2ccccc2C1=O)Nc1sc2c(c1C(=O)NCc1ccco1)CCCC2	-0.1	2	-0.1	5	-2.0	-2.0	0	0.9	-1	5	6
CCCCN(CC)Cc1ccc(CNC(=O)Nc2ccc(F)cc2)o1	-0.5	4	-0.8	-4	-0.2	-1.6	4	0.3	-8	-4	-4
CCOc1ccc(NC(=O)CCC(=O)c2ccc(OC)cc2)cc1	-1.3	7	-0.3	-8	1.6	-1.9	0	-1.4	10	-3	2
Cc1ccc(NC(=O)C2CC(=O)Nc3ncnn32)cc1Cl (stereo not given)	1.5	-3	-0.6	-6	-0.7	0.0	-9	-0.5	3	-3	-3
CCOC(=O)N(C)[C@H]1C[C@H]2c3cc(-c4ccccc4C)ccc3CCN2C[C@H]1[C@H](C)O	.	-66	-5.2	-43	-5.8	-1.8	-90	-8.5	-5	-6	-4
CCCCCCOc1ccc(N2C(=O)CC(SCCN)C2=O)cc1 (stereo not given)	1.9	2	0.2	3	-0.5	-1.5	-4	1.0	-1	1	3
COC(=O)C1=C(C)N(c2cccc(C)c2)C(=O)/C1=C\c1cccs1	-0.3	1	-0.3	8.7*	-0.7	-1.3	-1	-0.4	0	0	0
Cc1ccc(Cn2cc(COC(=O)NCC(C)C)nn2)cc1	.	2	-0.2	1	-2.4	-1.0	-15	-2.4	-4	-1	0
Cc1cccc(OCC(=O)N=Nc2c(O)[nH]c3ccc([N+](=O)[O-])cc23)c1	.	5	0.4	-2	4.9	-0.4	-1	1.5	-1	4	-3
O[C@H]1CN(CC2CCCCC2)[C@@H](c2ccccc2)C[C@@H]1n1cc(C2CC2)nn1	0.2	0	-1.1	0	-0.6	-0.3	2	1.2	-3	-2	-10
C=CCn1cc(F)c(=O)n(CC=C)c1=O	-0.8	0	-0.1	-4	0.2	0.6	2	0.0	6	3	-2
Cc1nnc(NC(=O)c2c(F)cccc2F)s1	1.0	-3	0.8	-4	2.1	-0.1	2	-2.0	5	-1	7
O=C(NCCO[N+](=O)[O-])c1cccnc1	1.0	0	0.9	0	2.4	-1.0	3	-0.2	-3	-5	10
CCc1sc(C(=O)NNC(=O)c2cncc(Br)c2)cc1C	0.1	-4	0.4	2	1.6	-1.0	-1	2.5	1	-1	7
COc1cccc(OC)c1-c1cnc(NC(C)=O)cn1	.	-1	0.7	-5	-1.2	-1.0	2	-0.1	-1	-1	-6
O=C(C1CCCCC1)N1CCC(CO)(Cc2ccccc2Cl)CC1	-1.0	3	-0.5	-2	-1.2	-1.3	5	-2.1	1	-4	-1
CCOC(=O)Cn1nc(NC(=O)c2ccc3c(c2)OCO3)cc1C	0.9	-2	1.0	-3	1.3	-1.1	-9	-1.0	5	6	-2
O=C(COC(=O)/C=C/C(=O)N1CCN(c2ccccc2)CC1)NCc1ccc(F)cc1	-0.1	-1	0.0	-3	-1.0	-1.9	-4	-1.6	-2	0	-5
CCC(C)Sc1nnc(CNC(=O)C23CC4CC(CC(C4)C2)C3)n1C1CCCCC1 (stereo not given)	2.1	-1	-0.4	0	-2.2	-1.6	1	-0.4	-4	-3	0
O=C(CSc1nc2ccc([N+](=O)[O-])cc2[nH]1)c1ccc2ccccc2c1	-0.6	-2	-0.4	4	2.6	-0.7	-2	-0.9	2	-6	-4
Cc1ccc2nc(-c3ccccn3)cc(C(=O)N3CCN(c4ncccn4)CC3)c2c1	-0.4	-3	-0.8	-7	-0.5	-1.3	-3	-2.5	1	-1	-2
c1ccc(Cc2noc(CN3CCCN(C4Cc5ccccc5C4)CC3)n2)cc1	-1.1	-5	1.2	-7	1.5	0.6	-12	-1.7	4	-2	-2
CCOC(=O)c1cc2oc(C)cc2n1CC(=O)OC1CCCCC1	-0.7	-4	-0.2	1	0.1	-2.0	-2	2.2	0	-3	3
O=C(COC(=O)c1cnccn1)Nc1cc(S(=O)(=O)N2CCOCC2)ccc1Cl	0.3	-4	0.6	-4	-1.1	-1.2	0	5.8	2	0	-6
CC(C(=O)NC(=O)NC1CCCCC1)N1CCN(c2ccccn2)CC1 (stereo not given)	1.5	-2	-1.0	-4	-1.8	-0.8	2	0.1	1	-3	-8
CCOc1ccc(NC(=O)CN(C)C(=O)C2CCN(C(=O)c3ccc(Cl)cc3)CC2)cc1OCC	-0.2	-1	0.2	0	-1.7	-1.8	-1	-1.0	-1	1	9
Cc1ccnc(NC(=O)c2ccc(NC(=O)CC3SC(N4CCCC4)=NC3=O)cc2)c1 (stereo not given)	0.8	1	0.6	-3	-1.0	-0.9	-4	-1.3	0	-4	0
COc1ccc(OCCOC(=O)CNC(=O)c2cccc(C)c2)cc1	0.4	6	0.7	4	0.2	-1.3	-2	-1.0	-3	3	0
O=C(CCC1CCCC1)Nc1ccccc1-c1ccccc1	2.0	2	0.0	-1	-0.7	-1.3	-4	-1.7	2	-4	2

Taken from above.
Reading of COc1ccccc1N1CCN(C(=O)c2oc3cc(C)c(C)cc3c2C)CC1 in hgDAF-12 ag: 2.5
Reading of O=C(CCN1C(=O)c2ccccc2C1=O)Nc1sc2c(c1C(=O)NCc1ccco1)CCCC2 in MBD2 DNA inh: -1

Structures listed so far marked active in hcDAF12 agonist:
smiles	DAX1 inh-1	PLCg1 inh	DAX1 inh-2	ADAM17 inh	hcDAF12 agonist	ssDAF12 agonist	PLC-beta3 inh	MBD2 DNA inh	SMARCA2 act	NR1D1 modulator
Cc1cc(C(=O)CSc2cccc[n+]2[O-])c(C)n1-c1ccccc1	0.9	-4	8.1*	0	7.5*	0.5	-6	-2	1	3

Part of the list above in order of number of heavy atoms, lowest first.
SMILES	DAX1 inh-1	PLCg1 inh	DAX1 inh-2	ADAM17 inh	hcDAF12 agonist	ssDAF12 agonist	PLC-beta3 inh	hgDAF-12 ag	MBD2 DNA inh	SMARCA2 act	NR1D1 modulator
CC(=O)c1ccc(NC(=O)c2cc(Cl)sc2Cl)cc1	1.4	-1	2.7	0	3.6	1.4*	1	12*	3	9.3*	1
Cc1cccc(OCC(=O)N=Nc2c(O)[nH]c3ccc([N+](=O)[O-])cc23)c1	.	5	0.4	-2	4.9	-0.4	-1	1.5	-1	4	-3
O=C(COC(=O)c1cnccn1)Nc1cc(S(=O)(=O)N2CCOCC2)ccc1Cl	0.3	-4	0.6	-4	-1.1	-1.2	0	5.8	2	0	-6
Cc1ccnc(NC(=O)c2ccc(NC(=O)CC3SC(N4CCCC4)=NC3=O)cc2)c1 (stereo not given)	0.8	1	0.6	-3	-1.0	-0.9	-4	-1.3	0	-4	0

(continued)
SMILES	DAX1 inh-1	PLCg1 inh	DAX1 inh-2	ADAM17 inh	hcDAF12 agonist	ssDAF12 agonist	PLC-beta3 inh	hgDAF-12 ag	MBD2 DNA inh	SMARCA2 act	NR1D1 modulator
CCSc1nnc(NC(=O)CSc2nc(C)cc(C)n2)s1	0.2	1	-0.1	-3	-0.6	-1.2	2	0.7	-3	-2	1
Cc1ccc(/C=N/NC(=O)Cc2cccs2)o1	0.3	2	0.1	-1	1.1	-0.6	1	-1.9	-5	3	2
O=C(c1cc(-c2ccncc2)nc2ccccc12)N1CCOCC1	-1.1	-6	0.4	-2	1.4	-0.9	-12	-1.9	-2	-2	0
Cc1cc(=O)oc2cc(OC(C)C(=O)N3CCCc4ccccc43)ccc12 (stereo not given)	1.2	-8	-0.3	-14	2.3	-0.8	-11	-0.7	-6	1	0
Cc1cc(C(=O)c2ccccc2)nc2ccccc12	-0.7	-3	-0.5	-3	-2.1	-1.6	-1	-2.4	6	0	-6
CCOC(=O)c1c(C)[nH]c(O)c1C=Nc1ccccc1	-1.6	-9	-0.6	1	-1.5	-0.7	-15	0.1	-6	6	-1
Cc1cccc(C)c1OCCCCN1CCCCC1	-0.1	0	-1.3	-5	-1.1	-1.4	-4	-0.8	2	-3	2
Cc1ccnc(Nc2nc(-c3ccccc3)cs2)c1	3.7	2	1.4	6	7.8*	0.7	-11	15*	-1	4	9
COc1ccc2c(COC(=O)CCS(=O)(=O)c3ccc(C)cc3)cc(=O)oc2c1	-0.2	-145	-0.2	-294	-0.8	-1.1	-150	1.1	-2	-2	11
Cc1ccc(C(C)C)cc1OCC(=O)NC1CCCCCCC1	-1.8	0	-0.4	3	-1.1	-0.8	-3	0.6	1	0	1
CC(=O)Nc1cc(NC(C)=O)cc(C(=O)OCC(=O)c2ccc3c(c2)NC(=O)CO3)c1	0.6	2	0.4	-6	1.2	-1.0	-9	0.4	-2	-1	-4
CC(=O)c1cccc(NC(=O)COC(=O)CCc2ccc(S(=O)(=O)N3CCOCC3)cc2)c1	4.3*	-2	-0.6	-2	-0.1	-0.8	-5	1.3	1	0	-2
OCC[C@H]1C[C@@H](O)[C@H](O)[C@@]2(CCCO2)O1	0.3	-1	-0.5	-5	-1.9	-1.2	4	-1.3	-6	0	3
COc1ccc(CCNC(=O)COc2ccc(-c3ccc(C)cc3)cc2)cc1OC	-1.7	4	-0.3	-3	-0.6	-1.8	-4	-3.4	1	0	-2
CCc1ccccc1NC(=O)Nc1cccs1	-1.4	-8	-0.2	-3	-0.9	-1.2	-9	2.8	4	1	0
CCOc1cccc(C(=O)Nc2cccc(NC(=O)c3ccco3)c2)c1	-0.9	4	-2.2	1	-1.6	-2.0	1	0.8	-2	-1	3

From PubChem
